LYP inhibition = PTPN22 lymphoid phosphatase activity blockers – biochemical, fluorescence intensity, uHTS (AID 1779). recombinant LYP phosphatase, fluorescence intensity; higher % means a stronger effect. inhibition, % at 11.5 µM; hits with a dose series show IC50 in µM. 290,000 tested, 0.054% active;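 further: plate controls were vehicle with enzyme for no effect and no enzyme for full effect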
Lipid droplet = hepatic lipid droplet formation modulation. AML12 mouse hepatocytes, oleate lipid droplets, BODIPY imaging. inhibition, % at 6.5 µM. 240,000 tested, 0.4% active. AID 1656;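 active means lipid droplet intensity inhibited by at least 50%, with more than 500 cells counted; inconclusive means wells with under 300 cells, treated as cytotoxic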
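material = mouse AML12 hepatocyte cell line, fixed after treatment | also added = 100 µM oleic acid challenge | doses = compound at 6.5 µM only | schedule = overnight exposure | technique = Image-based BODIPY and DAPI two-channel analysis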
Siah-1 displacement = blockers of Siah-1 interaction with plectin peptide – biochemical, fluorescence polarization, rhodamine-plectin, uHTS, primary screen (AID 1817); Siah-1 / rhodamine-plectin peptide fluorescence polarization; higher % means a stronger effect; one-dose displacement, % at 20 µM; IC50 in µM for titrated hits; 290,000 tested, 0.02% active;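 active means displacement of at least 50% at 20 µM, with a fluorescence ratio check between 0.3 and a set limit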;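 further: plate controls were Siah plus tracer with DMSO for no effect and tracer alone without Siah for full effect; strong numbers were not always called active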
Dengue-2 NS5 capping = Dengue-2 NS5 methyltransferase inhibitors, primary screen, biochemical, confirmation dose response (AID 588689) | 340,000 tested, 0.3% active | Dengue-2 NS5 methyltransferase capping enzyme assay, biochemical; higher % means a stronger effect | one-dose inhibition, % at 25 µM; IC50 in µM for titrated hits; in the data active means a potency from the dose series; inconclusive means inhibition above about 29% without an active follow-up result
XIAP displacement = small molecules displacing peptide from XIAP – biochemical, IAP family, fluorescence polarization (AID 1018); XIAP BIR domain, fluorescence polarization peptide displacement; higher % means a stronger effect; displacement, % at 20 µM; hits with a dose series show IC50 in µM; 200,000 tested, 0.007% active; in the data active means displacement above about 50%; further: a part of the inactive calls stands beside numbers as strong as those of hits
HIV fusion peptide = cell-free HIV fusion peptide-binding blockers – biochemical, uHTS, fluorescence dequenching, primary screen (AID 1986); 290,000 tested, 0.3% active; inhibition, % at 20 µM, or IC50 in µM where a hit was titrated; cell-free peptide binding, fluorescence dequenching, 30 min; higher % means a stronger effect; in the data active means inhibition mostly above about 52%, no sharp cut-off; inactive means mostly below about 76%; further: some results filed as inactive read as strong as hits
Myeloid diff MLP = compounds promoting myeloid differentiation | ER-HoxA9 myeloid progenitors, lysozyme-GFP differentiation, flow cytometry | 360,000 tested, 1% active | calls only at 10 µM;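 active means normalized GFP-positive differentiation at or above the plate's own cutoff, the solvent-only control mean plus 3 SD; inconclusive means no clear call, values can overlap the other calls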;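 further: cells exposed to compound for four days before flow analysis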
NOD2 inhibition = NOD2 signaling inhibitors, cell-based, luminescence, uHTS, HEK293 (AID 1566); HEK293 NOD2/NF-kB luciferase reporter, luminescence; higher % means a stronger effect; one-dose inhibition, % at 4 µM; EC50 in µM for titrated hits; 290,000 tested, 0.63% active; further: many of its hits are not listed in these tables
AID2073 = inhibitors of Mint1-CaV2.2 protein interaction, biochemical, HTRF (AID 2073); HTRF protein-protein interaction, Mint1-CaV2.2; higher % means a stronger effect; 290,000 tested, 0.19% active; inhibition, % at 20 µM; hits with a dose series show IC50 in µM; in the data active means inhibition mostly above about 51%, no sharp cut-off; inconclusive means no clear call, values can overlap the other calls; inactive means mostly below about 53%; further: some results filed as inactive read as strong as hits
Lipid droplet cells 6.5 µM = further read-out of Lipid droplet, marked with its call; cell count; measured here: cell count, cytotoxicity flag;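 cells counted across two imaged fields per well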
Dengue-2 NS5 capping pilot replicate = also measured in Dengue-2 NS5 capping; calls as there; inhibition, %; measured here: pilot screen replicate inhibition
Myeloid diff MLP GFP+ MAC1+ % = further read-out of Myeloid diff MLP, marked with its call; GFP+ MAC1+ double positive, %; measured here: differentiation confirmed by MAC1 staining
* hit, by the source's call; i = inactive; ? = inconclusive; nt = no result given; & = joins results of further samples. Unless noted, no stated cut-off is given here; in the data, active means inhibition above about 50%; inactive means the rest.

SMILES	LYP inhibition	Lipid droplet	Lipid droplet cells 6.5 µM	Siah-1 displacement	Dengue-2 NS5 capping	XIAP displacement	HIV fusion peptide	Myeloid diff MLP	Myeloid diff MLP GFP+ MAC1+ %	NOD2 inhibition	AID2073	others
COc1ccc(CCNC(=O)c2ccccc2NS(=O)(=O)c2cc(C(=O)O)ccc2OC)cc1	-5%	10	806	1%	-4%	nt	4.9%	i	0.6	-17%	8%
CCOc1cc(NC(=S)NCCCN2CCOCC2)c(OCC)cc1NC(=O)CC(C)C	-2%	nt	nt	5%	0%	-4.7%	0.4%	i	2.1	14%	-4%
Cc1ccc(NCC(=O)N/N=C/c2cc3ccccc3nc2Cl)cc1	0%	nt	nt	2%	18%	-1.3%	-1.9%	i	1.7	-4%	-17%
O=C(CN(Cc1ccccc1)C(=O)CSc1nnc(COc2ccccc2)o1)NC1CCCC1	-4%	-10	789	9%	1%	-2.0%	4.3%	i	2.2	10%	-24%
N#Cc1c(SCc2cccc(Cl)c2)sc(C(=O)c2ccccc2)c1N	-6%	17	826	5%	-20%	-3.0%	2.6%	i	1.4	15%	-28%
CCC(C(=O)NC1CCCC1)N(C(=O)c1snc(C(N)=O)c1N)c1ccc2c(c1)OCCO2 (centres undefined)	0%	nt	nt	-4%	-6%	-0.7%	-1.5%	i	5.5	-8%	7%
CCOC(=O)N1CCN(C(=O)c2c(N)no[n+]2[O-])CC1	-5%	26	698	-2%	-7%	-4.8%	-0.7%	i	0.9	-6%	-17%
Cc1ccc(C2=Nc3ccccc3SC(c3cccc([N+](=O)[O-])c3)C2)cc1 (centres undefined)	6%	4	824	-2%	-8%	nt	0.0%	i	0.2	6%	5%
Nn1c(SCc2c(F)cccc2F)nnc1-c1ccccn1	-6%	-4	752	5%	-8%	nt	-0.6%	i	0.3	-41%	0%
COc1ccccc1NC(=O)c1ccc(CN2CCOCC2)cc1	-5%	nt	nt	-4%	1%	-4.6%	-0.7%	i	0.7	-2%	0%
O=C(OCCOc1cccc(Cl)c1)c1ccc2ncsc2c1	-6%	5	816	3%	-7%	nt	0.7%	i	1.0	11%	9%
CS(=O)(=O)N1CCC(Oc2ccccc2C(=O)NC(C2CC2)C2CC2)CC1	-4%	0	710	-1%	-7%	-5.5%	2.1%	i	0.9	13%	12%
O=C(c1nc2nc(-c3ccccc3)cc(C(F)(F)F)n2n1)N1CCOCC1	10%	0	669	6%	-2%	-0.4%	0.1%	i	0.5	1%	-1%
Cc1cc(C)cc(NC(=O)CCn2cnc3cc(C)c(C)cc32)c1	-2%	10	685	7%	-1%	-3.4%	0.2%	i	0.7	20%	1%
Cc1cc(C)nc(NC(=O)C2c3ccccc3Oc3ccccc32)n1	-2%	-27	705	5%	nt	-5.5%	-0.9%	i	0.1	3%	-2%
Fc1ccccc1COc1ccc(/C=N/n2cnnc2)cc1	-9%	nt	nt	1%	-4%	-0.1%	-1.0%	i	0.6	-29%	16%
OCCNc1nc2ccccc2n1CC(O)c1ccccc1 (centres undefined)	-1%	2	679	3%	-3%	-6.8%	0.8%	i	0.1	-1%	12%
Cc1ccc(S(=O)(=O)NC(N)=NCCc2ccc(Cl)cc2)cc1C	-5%	-17	623	1%	4%	-2.2%	-3.0%	i	0.3	-2%	3%
CC(=O)N=c1sc(C(C)(C)C)c(C)n1C	-3%	nt	nt	4%	-1%	-2.7%	15%	i	0.5	-14%	-7%
Cn1cccc1Cc1nnc(SCC(=O)Nc2nccs2)n1C	-7%	-1	759	-7%	-2%	nt	-0.5%	i	0.6	6%	-8%
CN(C)NC(=O)C(NC(=O)c1ccc(N)cc1)C12CC3CC(CC(C3)C1)C2 (centres undefined)	-12%	4	711	2%	-11%	-5.6%	4.3%	i	0.1	7%	1%
COc1cc(C(=O)NCCN2CCOCC2)cc(OC)c1OC	2%	1	792	1%	1%	-0.1%	0.1%	i	0.8	8%	-2%
O=C(c1ccc(CNS(=O)(=O)c2ccc(Br)cc2)cc1)N1CCCCCC1	-2%	-16	697	4%	0%	nt	0.5%	i	1.4	26%	11%
CSc1ccccc1NC(=O)CSCc1ccc(C)cc1	-5%	nt	nt	-2%	6%	-3.2%	-1.6%	i	0.6	-1%	0%
Cc1ccnc(NC(=O)c2cnc(Cl)c(Cl)c2)c1	-10%	3	796	-1%	2%	nt	-0.6%	i	0.4	7%	-1%
Cc1cc(C(=O)N/N=C/c2cccc(OC(=O)c3cccc(Br)c3)c2)n[nH]1	-3%	12	699	0%	-6%	nt	1.7%	i	1.1	7%	7%
CCOC(=O)C1=C(C)NC(C)=C(C(=O)OCC)C1c1ccc([N+](=O)[O-])s1	-3%	-34	720	-9%	-3%	nt	-1.2%	i	0.5&0.7	12%	-13%
COCCNC(=O)C(c1ccc(C)o1)N(Cc1ccccc1)C(=O)Cn1nnc2ccccc21 (centres undefined)	-10%	nt	nt	1%	-12%	1.1%	-1.4%	i	0.2	-16%	1%
Cc1ccc(C)c(-c2csc(N)c2C(=O)OC(C)C)c1	-3%	4	747	3%	0%	-3.5%	-3.4%	i	1.3	-7%	36%
COc1ccc(C(=O)CC(=O)c2ccccc2O)cc1OC	-6%	0	674	0%	0%	-6.5%	-2.3%	i	1.0	-47%	8%

Next part; it opens with the two that closed the last part.
SMILES	LYP inhibition	Lipid droplet	Lipid droplet cells 6.5 µM	Siah-1 displacement	Dengue-2 NS5 capping	XIAP displacement	HIV fusion peptide	Myeloid diff MLP	Myeloid diff MLP GFP+ MAC1+ %	NOD2 inhibition	AID2073	others
Cc1ccc(C)c(-c2csc(N)c2C(=O)OC(C)C)c1	-3%	4	747	3%	0%	-3.5%	-3.4%	i	1.3	-7%	36%
COc1ccc(C(=O)CC(=O)c2ccccc2O)cc1OC	-6%	0	674	0%	0%	-6.5%	-2.3%	i	1.0	-47%	8%
O=C(COc1nc2ccccc2nc1N1CCOCC1)NC1CCCCC1	-4%	5	638	6%	2%	-3.1%	0.0%	i	0.2	1%	30%
CCN=C1S/C(=C\c2cn(CC)c3ccccc23)C(=O)N1CC	6%	-18	674	0%	-25%	-2.9%	-1.2%	i	0.6	10%	5%
CCn1c(C)cc2c(c1=O)C(c1ccccc1Br)C(C#N)=C(N)O2 (centres undefined)	-2%	-29	594	2%	-11%	-1.7%	-1.4%	i	1.1	-4%	-1%
Cc1ccc(N2CCCn3c2cc(C)c(C#N)c3=O)cc1Cl	-11%	-25	721	-2%	-5%	-2.0%	7.1%	i	1.3	14%	7%
Cn1c(C(=O)N(Cc2ccccc2)Cc2cccs2)cc2sccc21	7%	-1	732	-2%	1%	-2.2%	-1.1%	i	4.6	5%	4%
CC(=O)NC(Cc1ccccc1)C(=O)NC1CCN(C(=O)c2cnccn2)CC1 (centres undefined)	0%	8	651	-8%	-3%	-1.4%	-2.2%	i	0.8	-19%	9%
CCN1C(=C(C#N)C#N)C=Cc2ccccc21	-1%	3	695	8%	-6%	0.7%	-1.4%	i	0.8	6%	6%
Fc1ccccc1/C=N/N1CCN(Cc2ccccc2Cl)CC1	-9%	-3	757	1%	-4%	nt	-1.0%	i	0.2	6%	-2%
CC(C)(C)SCCNC(=O)/C=C/c1ccc([N+](=O)[O-])cc1	0%	-17	670	-3%	-9%	-5.1%	-1.9%	i	0.4	17%	2%
CCOC(=O)Nc1ccc(S(=O)(=O)NCCCN2CCOCC2)cc1	-1%	8	664	0%	-1%	0.0%	-1.6%	i	0.6	7%	-8%	Dengue-2 NS5 capping pilot replicate=-0.9
COc1nc2c(c(-c3cc(Br)cs3)c1C#N)Cc1ccccc1-2	-5%	8	751	-4%	3%	nt	-0.7%	i	0.1	-11%	-2%
O=C(O)/C=C/C(=O)Nc1ccc(OC(F)(F)F)cc1	-5%	13	775	6%	-2%	nt	0.7%	i	0.4	1%	2%
CCOC(=O)c1sc(NC(=O)CN2C(=O)c3cccc4cccc(c34)C2=O)nc1C	5%	nt	nt	1%	0%	-7.5%	3.0%	i	6.1	-17%	?
COc1cccc(N(CC(=O)NCc2ccco2)C(=O)CCC(=O)Nc2nccs2)c1	1%	-13	687	-2%	-5%	nt	1.3%	i	0.7	11%	3%
CCC(=O)NC(=S)Nc1ccccc1OC	-2%	1	704	1%	-1%	1.3%	-2.0%	i	0.4	16%	7%
Cc1ccc(C(=O)N(CN2CCCC2=O)c2ccc(F)cc2)cc1C	-11%	9	869	-4%	4%	-5.1%	-1.0%	i	2.9	4%	-5%
O=C(Nc1cccc(-n2cccn2)c1)C1CCCN(Cc2cccc(F)c2F)C1 (centres undefined)	-5%	9	765	2%	0%	nt	1.3%	i	0.8	7%	1%
O=C(CS(=O)(=O)c1c[nH]c2ccccc12)Nc1ccc2c(c1)OCCO2	-2%	-35	681	7%	1%	-2.6%	0.5%	i	7.6	-20%	-6%
COc1ccc(O)c(-c2cn[nH]c2-c2cccs2)c1	-2%	-17	787	1%	-7%	-1.7%	-0.9%	i	3.5	6%	4%
NS(=O)(=O)c1ccc(CCNc2ncnc3sccc23)cc1	0%	0	749	3%	-6%	-6.5%	1.7%	i	1.0	34%	13%
CCCCCCCN1C/C=C\C(c2ccc(OC)cc2)N(Cc2ccc(F)cc2)C(=O)[C@H]1Cc1ccccc1 (some centres undefined)	-2%	19	676	12%	-17%	nt	3.2%	i	1.1	9%	11%
N#Cc1ccccc1NC(=O)CSc1cn[nH]n1	-6%	-6	800	-8%	0%	nt	-1.6%	i	1.0	11%	6%
CCCCN(CC)C(=O)c1ccc(Cl)c(Cl)c1	-1%	-9	740	2%	-7%	2.8%	-2.2%	i	0.8	1%	-3%
O=C(NCc1cn(-c2ccccc2)nc1-c1ccccc1)c1cccc([N+](=O)[O-])c1	-2%	3	653	2%	nt	-3.2%	-0.5%	i	0.2	-8%	-3%
COc1cc2cc(/C=C/C(=O)c3ccco3)c(Cl)nc2cc1OC	-4%	9	770	-2%	-21%	-0.8%	24%	i	0.7	15%	45%
Cc1cccc(OC(=O)CN2C(=O)C3C4CCC(C4)C3C2=O)c1C (centres undefined)	-13%	nt	nt	-4%	-2%	-5.2%	-0.9%	i	0.4	9%	-4%
C/C(=N/N1CCN(Cc2cccc3ccccc23)CC1)c1cccnc1	-9%	-4	656	1%	-2%	-0.3%	0.4%	i	0.3	12%	-8%
CS(=O)(=O)N(CC(=O)Nc1ccccc1Sc1ccccc1)c1ccc(F)cc1	-1%	nt	nt	6%	-5%	0.1%	4.3%	i	0.6	8%	-1%
Cc1nc2oc(C(=O)c3ccccc3)c(N)c2c2c1COC(C)(C)C2	6%	-14	716	-1%	6%	-7.5%	3.5%	i	0.6	-29%	-1%
Brc1ccc(N=NNc2ccccc2)cc1	-1%	15	852	-1%	3%	nt	-0.5%	i	0.3	-24%	-9%

Screening data as filed in PubChem BioAssay.

These rows are one share of the data; rates above refer to the full screens.
